Screens from PubChem.
KCNQ1 pot – human KCNQ1 channel potentiation or activation. P51787. CHO-K1 KCNQ1, thallium flux FluxOR fluorescence; active compounds read high. B-score at 10 µM. 0.35% of 310,000 active. AID 2648;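 active = fluorescence ratio B-score, a plate-corrected score, at least three library SD, with initial intensity B-score within 5 SD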
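Assay system: CHO-K1 cells stably expressing KCNQ1; Medium: assay buffer with matched DMSO; Also added: K+/Tl+ depolarizing stimulus; Dosing: single dose; Timing: dye 90 min, compound 20 min, room temperature; Measured by: kinetic FluxOR thallium fluorescence, 10-s 1-Hz baseline, 110-s post-stimulus read; Read-out: peak-minus-minimum fluorescence over initial fluorescence, negative-control normalized, B-scored.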
KCNK3 block – human KCNK3 channel inhibition, primary screen; 0.84% of 340,000 active; CHO-KCNK3 thallium flux, FluxOR fluorescence; active compounds read low; O14649; B-score at 10 µM;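 active = B-score under library mean minus 4 SD, starting fluorescence ratio at most library mean plus 5 SD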;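 also: more negative B-score means stronger inhibition of thallium flux through KCNK3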
TRPC4 agonist – opens the mouse TRPC4 cation channel. Q9QUQ5. HEK293 TRPC4beta/mu-opioid, Fluo4 calcium fluorescence; active compounds read high. B-score at 10 µM. 0.49% of 310,000 active. AID 2237;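 active = B-score above 5 SD of library B-scores, and initial fluorescence ratio not above library mean plus 5 SD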;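 also: positive B-score marks a calcium rise read as TRPC4 activation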
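Incubation: 45 min room-temperature Fluo4 loading, 110 s read / System: HEK293 cells stably co-expressing mouse TRPC4beta and mu-opioid receptor / Signal: Fluo4 fluorescence, kinetic / Control set: buffer (low) and maximal DAMGO (high) / Measure: integrated baseline-normalised fluorescence ratio, converted to per-well B score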
PolyA inhibitor – blocks polyadenylation in yeast reporter cells | AID 1875 | calls only at 12 µM | S. cerevisiae SKY197-pL101 polyadenylation reporter, beta-gal luminescence; efflux-impaired pdr1/pdr3 knockout yeast; score 100 = 6 SD above DMSO | 0.02% of 300,000 active;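 active = lowest replicate activity score at least 50, where 100 means six control SD above control mean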;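 also: yeast exposed to compound for 9 h at 30 °C; higher score means more reporter readthrough which indicates perturbed polyadenylation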
KCNQ1 block – inhibitors of human KCNQ1 potassium channel; CHO-K1 KCNQ1, FluxOR thallium flux fluorescence; active compounds read high; P51787; AID 2642; 1.3% of 310,000 active; B-score at 10 µM;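 active = compounds whose thallium flux B-score, printed positive for inhibition, exceeds three library SD while starting fluorescence stays within three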;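 also: channel opened by potassium depolarization with thallium stimulus after 20 min compound exposure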
TRPC4 inh – TRPC4 (mouse) channel inhibition | Q9QUQ5 | HEK293 TRPC4beta/mu-opioid, DAMGO-evoked Fluo4 calcium flux; active compounds read low | B-score at 10 µM | 0.39% of 300,000 active | AID 2247;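 active = B-score over 3 SD under the library average, no early fluorescence shift, positive overall ratio signal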
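Test system – stable TRPC4beta/mu-opioid receptor HEK293 cells · Probe or stimulus – DAMGO, a submaximal dose followed by a maximal one · Dosing – one concentration per compound · Signal – Fluo4 calcium fluorescence by kinetic imaging, 5 s 1 Hz baseline · Evaluation – per-well B score of integrated baseline-normalized Fluo4 ratio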
TRPC4 PAM – allosterically enhances the mouse TRPC4 cation channel; Q9QUQ5; B-score at 10 µM; AID 2227; HEK293 TRPC4beta/mu-opioid, DAMGO EC20, Fluo-4 Ca2+ flux; active compounds read high; 0.42% of 310,000 active;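 active = B-score of calcium response area above 5 SD of library B-scores, with initial fluorescence ratio within 5 SD of library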;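 also: B-score of integrated fluorescence ratio over time as area under calcium response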
Dyrk1A ADPGlo – Dyrk1A (rat) kinase inhibition; Q63470; ADP-Glo luminescence, NFATc1 peptide; inhibition, % at 12.5 µM; 0.43% of 310,000 active; AID 504441; in the data active = inhibition above about 50%;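 also: plate controls were vehicle with enzyme for no effect and no enzyme for full effect; many of its hits are not listed in these tables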
Platelet DG rel – platelet dense granule release activity; inhibition, %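 (compounds screened at 7.5 µM in platelet-rich plasma)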; 0.22% of 300,000 active; AID 1663; human platelet-rich plasma, SFLLRN dense granule ATP release, luminescence;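 active = mean replicate score, as percent of positive control, at or above 50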
hERG protect – shields human hERG channel from block by proarrhythmic agents; Q12809; CHO-hERG, FluxOR thallium flux, dofetilide IC70 present; activation (rescue from dofetilide block), less the hit threshold, % at 10 µM; 0.51% of 310,000 active; AID 1511;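 active = activation above the mean of controls blocked by dofetilide plus 5 SD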;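 also: thallium influx through hERG after potassium depolarization seen as dye fluorescence rise; in these data hits start at about 4.7%; inactives centre near -7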
Target sequence (Q12809 whole entry, looked up): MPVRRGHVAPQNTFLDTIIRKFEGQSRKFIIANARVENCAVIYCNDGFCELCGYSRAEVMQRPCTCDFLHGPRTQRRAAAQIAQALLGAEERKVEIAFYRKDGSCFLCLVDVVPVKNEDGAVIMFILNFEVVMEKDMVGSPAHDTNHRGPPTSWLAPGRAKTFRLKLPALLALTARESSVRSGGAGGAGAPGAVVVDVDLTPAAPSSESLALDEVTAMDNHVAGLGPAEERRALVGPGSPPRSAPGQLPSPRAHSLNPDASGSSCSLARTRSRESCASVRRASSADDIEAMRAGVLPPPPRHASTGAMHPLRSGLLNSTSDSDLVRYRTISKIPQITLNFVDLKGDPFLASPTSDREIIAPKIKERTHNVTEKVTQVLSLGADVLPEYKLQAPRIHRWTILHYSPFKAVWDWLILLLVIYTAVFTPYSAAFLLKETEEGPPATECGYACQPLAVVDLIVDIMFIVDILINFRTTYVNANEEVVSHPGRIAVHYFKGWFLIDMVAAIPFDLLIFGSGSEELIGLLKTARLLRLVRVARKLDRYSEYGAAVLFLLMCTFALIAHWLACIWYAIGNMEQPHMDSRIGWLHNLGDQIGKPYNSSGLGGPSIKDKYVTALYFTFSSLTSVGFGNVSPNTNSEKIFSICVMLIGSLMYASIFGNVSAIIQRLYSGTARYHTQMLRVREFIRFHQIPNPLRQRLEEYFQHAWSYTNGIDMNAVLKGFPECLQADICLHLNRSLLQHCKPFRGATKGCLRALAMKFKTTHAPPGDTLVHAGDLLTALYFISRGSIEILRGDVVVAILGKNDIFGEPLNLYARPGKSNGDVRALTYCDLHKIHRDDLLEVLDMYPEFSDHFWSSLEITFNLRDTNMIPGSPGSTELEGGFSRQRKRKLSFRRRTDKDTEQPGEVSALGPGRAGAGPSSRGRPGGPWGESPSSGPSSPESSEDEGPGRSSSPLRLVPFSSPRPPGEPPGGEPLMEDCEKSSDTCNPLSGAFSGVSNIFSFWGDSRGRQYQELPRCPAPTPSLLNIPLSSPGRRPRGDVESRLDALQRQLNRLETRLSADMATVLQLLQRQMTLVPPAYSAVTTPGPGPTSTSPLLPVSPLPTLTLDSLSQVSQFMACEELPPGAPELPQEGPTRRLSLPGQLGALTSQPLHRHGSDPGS
KCNK9 block – human KCNK9 channel inhibition; 1.2% of 310,000 active; AID 488922; HEK293 KCNK9, FluxOR thallium flux fluorescence; active compounds read low; B-score at 10 µM;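 active = ratio B-score over 3 SD below the library mean, with starting fluorescence within 5 SD of its mean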;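 also: negative B-score means less thallium flux so channel inhibition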
Numbers without * were called inactive. An excerpt; the hit share may differ from the screen's.

How did CCOC(=O)C(NC(=O)c1ccccc1)=C(C)C do in these assays?
KCNQ1 pot: inactive; KCNK3 block: inactive; TRPC4 agonist: inactive; PolyA inhibitor: inactive; KCNQ1 block: inactive; TRPC4 inh: inactive; TRPC4 PAM: inactive; Dyrk1A ADPGlo: 0.4; Platelet DG rel: 0.0; hERG protect: 5.4*; KCNK9 block: inactive

What do the screens show for `CN(C)C(=O)CSc1nc2ccccc2n1Cc1ccccc1`?
KCNQ1 pot: inactive; KCNK3 block: inactive; TRPC4 agonist: inactive; PolyA inhibitor: inactive; KCNQ1 block: inactive; TRPC4 inh: inactive; TRPC4 PAM: inactive; Dyrk1A ADPGlo: -3.0; Platelet DG rel: -33.9; hERG protect: -7.7; KCNK9 block: inactive

Results for c1ccc(-c2cc(-c3ccccc3)on2)cc1 ?
KCNQ1 pot: inactive; KCNK3 block: inactive; TRPC4 agonist: inactive; KCNQ1 block: inactive; TRPC4 inh: inactive; TRPC4 PAM: inactive; Dyrk1A ADPGlo: -4.9; Platelet DG rel: 22.7; hERG protect: -6.4; KCNK9 block: inactive

Results for COc1cc(CNCc2ccncc2)cc(OC)c1OC ?
KCNQ1 pot: inactive; KCNK3 block: inactive; TRPC4 agonist: inactive; PolyA inhibitor: inactive; KCNQ1 block: inactive; TRPC4 inh: inactive; TRPC4 PAM: inactive; Platelet DG rel: 5.0; hERG protect: -4.1; KCNK9 block: inactive

What do the screens show for `Cn1c(NC(=O)C[n+]2cc(-c3ccccc3)n3c2CCC3)cc(=O)n(C)c1=O`?
KCNQ1 pot: inactive; KCNK3 block: inactive; TRPC4 agonist: inactive; PolyA inhibitor: inactive; KCNQ1 block: inactive; TRPC4 inh: inactive; TRPC4 PAM: inactive; Dyrk1A ADPGlo: -2.7; Platelet DG rel: 19.1; hERG protect: -4.8; KCNK9 block: inactive

What do the screens show for `Cc1ccccc1-c1ccc(/C=C2/SC(N3CCOCC3)=NC2=O)o1`?
KCNQ1 pot: inactive; KCNK3 block: inactive; TRPC4 agonist: inactive; PolyA inhibitor: inactive; KCNQ1 block: inactive; TRPC4 inh: inactive; TRPC4 PAM: inactive; Dyrk1A ADPGlo: 8.9; Platelet DG rel: -3.2; hERG protect: -12.6; KCNK9 block: inactive

Results for COc1cc(NC(=O)c2ccccc2F)ccc1NC(=O)c1ccccc1Cl ?
KCNQ1 pot: inactive; KCNK3 block: inactive; TRPC4 agonist: inactive; PolyA inhibitor: inactive; KCNQ1 block: inactive; TRPC4 inh: inactive; TRPC4 PAM: inactive; Dyrk1A ADPGlo: -5.0; Platelet DG rel: 3.3; hERG protect: -12.6; KCNK9 block: inactive

Results for Cn1nccc1C(=O)OCC(=O)Nc1nc(-c2ccccc2)cs1 ?
KCNQ1 pot: inactive; KCNK3 block: inactive; TRPC4 agonist: inactive; KCNQ1 block: inactive; TRPC4 inh: inactive; TRPC4 PAM: inactive; Dyrk1A ADPGlo: 1.4; Platelet DG rel: 8.0; hERG protect: -14.1; KCNK9 block: inactive

What do the screens show for `O=C(c1ccncc1)N1CCN(C2CCCCC2)CC1`?
KCNQ1 pot: inactive; KCNK3 block: inactive; TRPC4 agonist: inactive; PolyA inhibitor: inactive; KCNQ1 block: inactive; TRPC4 inh: inactive; TRPC4 PAM: inactive; Dyrk1A ADPGlo: -3.4; Platelet DG rel: -2.4; hERG protect: -4.3; KCNK9 block: inactive

Results for COc1cc2sc3ccc(C#Cc4ccccn4)cc3c(=O)c2cc1OC ?
KCNQ1 pot: inactive; KCNK3 block: inactive; TRPC4 agonist: inactive; PolyA inhibitor: inactive; KCNQ1 block: inactive; TRPC4 inh: inactive; TRPC4 PAM: inactive; Dyrk1A ADPGlo: 12.6; Platelet DG rel: 1.0; hERG protect: -5.1; KCNK9 block: inactive

How did O=C1C2CC=CCC2C(=O)N1c1n[nH]c(Cc2ccccc2)n1 (stereo not given) do in these assays?
KCNQ1 pot: inactive; KCNK3 block: inactive; TRPC4 agonist: inactive; PolyA inhibitor: inactive; KCNQ1 block: inactive; TRPC4 inh: inactive; TRPC4 PAM: inactive; Dyrk1A ADPGlo: -2.6; Platelet DG rel: -2.9; hERG protect: -7.7; KCNK9 block: inactive

How did CCOC(=O)/C=C1\CC(=O)Nc2nonc2N1 do in these assays?
KCNQ1 pot: inactive; KCNK3 block: inactive; TRPC4 agonist: inactive; PolyA inhibitor: inactive; KCNQ1 block: inactive; TRPC4 inh: inactive; TRPC4 PAM: inactive; Dyrk1A ADPGlo: 5.6; Platelet DG rel: 0.4; hERG protect: -9.5; KCNK9 block: inactive

Results for CC(C)(C)c1csc(NC(=O)c2cccs2)n1 ?
KCNQ1 pot: inactive; KCNK3 block: inactive; TRPC4 agonist: inactive; PolyA inhibitor: inactive; KCNQ1 block: inactive; TRPC4 inh: inactive; TRPC4 PAM: inactive; Dyrk1A ADPGlo: -8.7; Platelet DG rel: -2.2; hERG protect: -9.0; KCNK9 block: inactive

Results for O=C(Nc1ccc(N2CCOCC2)nc1N1CCOCC1)c1cccc(C(F)(F)F)c1 ?
KCNQ1 pot: inactive; KCNK3 block: inactive; TRPC4 agonist: inactive; PolyA inhibitor: inactive; KCNQ1 block: inactive; TRPC4 inh: inactive; TRPC4 PAM: inactive; Dyrk1A ADPGlo: -1.7; Platelet DG rel: 19.4; hERG protect: -10.8; KCNK9 block: inactive

Results for Cn1cccc1C(C#N)c1ncc(C(F)(F)F)cc1Cl (stereo not given) ?
KCNQ1 pot: inactive; KCNK3 block: inactive; TRPC4 agonist: inactive; PolyA inhibitor: inactive; KCNQ1 block: inactive; TRPC4 inh: inactive; TRPC4 PAM: inactive; Dyrk1A ADPGlo: -0.3; Platelet DG rel: 3.2; hERG protect: -6.5; KCNK9 block: inactive

What do the screens show for `COc1ccc(-c2nnn(CC(=O)N(Cc3ccccc3Cl)C(C(=O)NCC3CCCO3)c3ccco3)n2)cc1OC` (stereo not given)?
KCNQ1 pot: inactive; KCNK3 block: inactive; TRPC4 agonist: inactive; PolyA inhibitor: inactive; KCNQ1 block: inactive; TRPC4 inh: inactive; TRPC4 PAM: inactive; Dyrk1A ADPGlo: 1.4; Platelet DG rel: -5.2; hERG protect: -20.5; KCNK9 block: inactive

What do the screens show for `CCOC(=O)c1[nH]c2ccc(OCC)cc2c1NC(=O)CN1CCCC(C)C1` (stereo not given)?
KCNQ1 pot: inactive; KCNK3 block: inactive; TRPC4 agonist: inactive; PolyA inhibitor: inactive; KCNQ1 block: inactive; TRPC4 inh: inactive; TRPC4 PAM: inactive; Dyrk1A ADPGlo: -0.8; Platelet DG rel: -3.0; hERG protect: -5.0; KCNK9 block: inactive

Results for COc1ccc(Cc2nc(-c3ccc(NC(=O)c4cccnc4)cc3)no2)cc1 ?
KCNQ1 pot: inactive; KCNK3 block: inactive; TRPC4 agonist: inactive; PolyA inhibitor: inactive; KCNQ1 block: inactive; TRPC4 inh: inactive; TRPC4 PAM: inactive; Dyrk1A ADPGlo: -6.3; Platelet DG rel: -1.9; hERG protect: -5.2; KCNK9 block: inactive

How did COc1ccc(CN2CCN(C(=O)c3ccco3)CC2)cc1OC do in these assays?
KCNQ1 pot: inactive; KCNK3 block: inactive; TRPC4 agonist: inactive; PolyA inhibitor: inactive; KCNQ1 block: inactive; TRPC4 inh: inactive; TRPC4 PAM: inactive; Dyrk1A ADPGlo: -2.8; Platelet DG rel: -4.5; hERG protect: -6.6; KCNK9 block: inactive

Results for Cc1ccc(C)n1NC(=O)c1ccccc1O ?
KCNQ1 pot: inactive; KCNK3 block: inactive; TRPC4 agonist: inactive; PolyA inhibitor: inactive; KCNQ1 block: inactive; TRPC4 inh: inactive; TRPC4 PAM: inactive; Dyrk1A ADPGlo: -1.0; Platelet DG rel: 0.4; hERG protect: -6.0; KCNK9 block: inactive

What do the screens show for `O=C(NCCCSc1ccccc1)c1cc(Cl)ccc1O`?
KCNQ1 pot: inactive; KCNK3 block: inactive; TRPC4 agonist: inactive; PolyA inhibitor: inactive; KCNQ1 block: inactive; TRPC4 inh: inactive; TRPC4 PAM: inactive; Dyrk1A ADPGlo: 3.4; Platelet DG rel: -6.6; hERG protect: -15.1; KCNK9 block: inactive

How did C=C(C)CSc1nc(C)c(Cc2ccccc2)c(=O)[nH]1 do in these assays?
KCNQ1 pot: inactive; KCNK3 block: inactive; TRPC4 agonist: inactive; PolyA inhibitor: inactive; KCNQ1 block: inactive; TRPC4 inh: inactive; TRPC4 PAM: inactive; Dyrk1A ADPGlo: -2.6; Platelet DG rel: -4.2; hERG protect: -3.2; KCNK9 block: inactive

Results for Cc1ccc(-n2c(-c3ccncc3)nnc2-c2cccs2)cc1 ?
KCNQ1 pot: inactive; KCNK3 block: inactive; TRPC4 agonist: inactive; PolyA inhibitor: inactive; KCNQ1 block: inactive; TRPC4 inh: inactive; TRPC4 PAM: inactive; Dyrk1A ADPGlo: 8.0; Platelet DG rel: -5.2; hERG protect: -11.6; KCNK9 block: inactive

What do the screens show for `O=[N+]([O-])c1cccc(S(=O)(=O)c2cccc([N+](=O)[O-])c2)c1`?
KCNQ1 pot: inactive; KCNK3 block: inactive; TRPC4 agonist: inactive; PolyA inhibitor: inactive; KCNQ1 block: inactive; TRPC4 inh: inactive; TRPC4 PAM: inactive; Dyrk1A ADPGlo: 4.4; Platelet DG rel: 4.9; hERG protect: -7.7; KCNK9 block: inactive

What do the screens show for `Cc1cc(NS(=O)(=O)c2ccc(NC(=O)CSc3nnc(-c4ccco4)n3Cc3ccco3)cc2)nc(C)n1`?
KCNQ1 pot: inactive; KCNK3 block: inactive; TRPC4 agonist: inactive; PolyA inhibitor: inactive; KCNQ1 block: inactive; TRPC4 inh: inactive; TRPC4 PAM: inactive; Dyrk1A ADPGlo: -2.5; Platelet DG rel: 0.9; hERG protect: -3.9; KCNK9 block: inactive

What do the screens show for `CC(=O)Nc1ccccc1OC(C)C(=O)NC(C)c1ccc(F)cc1` (stereo not given)?
KCNQ1 pot: inactive; KCNK3 block: inactive; TRPC4 agonist: inactive; PolyA inhibitor: inactive; KCNQ1 block: inactive; TRPC4 inh: inactive; TRPC4 PAM: inactive; Dyrk1A ADPGlo: -2.0; Platelet DG rel: -1.3; hERG protect: -2.6; KCNK9 block: inactive
